HTR2A ag – mouse Htr2a agonists via beta-arrestin recruitment, primary screen, cell-based, luminescence | CHO-K1 mHTR2A beta-arrestin complementation; percent of 30 µM serotonin response | AID 624169, 2012 | activation, % at 7.6 µM | 5-hydroxytryptamine receptor 2A (Mus musculus), P35363 | 360,000 compounds, 0.66% hits;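 active means activation above a run cutoff, the mean activation of all tested compounds plus 3 SD, cut at about 14% in these data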;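 further: 0% = plate median of compound wells and 100% = 30 µM serotonin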
ABHD5-PLIN5 inh – ABHD5-PLIN5 interaction inhibitors, primary screen, cell lysate, split luciferase complementation, luminescence; Split G. princeps luciferase complementation, 4 h; 360,000 compounds, 0.78% hits; Perilipin-5 (Homo sapiens) + 1-acylglycerol-3-phosphate O-acyltransferase ABHD5 (Homo …; inhibition, % at 4 µM;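 active means inhibition above the mean inhibition across every tested compound plus 3 SD, cut at about 22% in these data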;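 further: 0% = DMSO only wells and the 100% control is not disclosed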
N-glyco inh – increase of ERlucT glycosylation luciferase signal, primary screen, N-linked glycosylation inhibitor project, D54 ERlucT cells, luminescence, set 2; D54 ERlucT glycosylation luciferase reporter, 24 h; percent of 100 nM tunicamycin response; reporter increase, % at 12.5 µM; 360,000 compounds, 0.23% hits;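 active means mean luciferase reporter signal, scaled so untreated is 0 and the glycosylation-blocking control 100, at or above a set limit in every replicate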;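 further: luciferase carries N-glycosylation sites so blocking glycosylation raises the light; 0% = median of neutral control wells and 100% = median of 100 nM tunicamycin wells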
NOD2-RIPK2 inh – NOD2-RIPK2 binding disruptors in cells, primary screen, fluorescence, CHO cells, BLA complementation; CCF4 ratio; inhibition, % at 4.98 µM; Receptor-interacting serine/threonine-protein kinase 2 (Homo sapiens), O43353; 360,000 compounds, 0.38% hits; in the data active means inhibition above about 21%;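 further: 0% = vehicle only and 100% = reference blocker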
Target sequence (O43353 whole entry, looked up): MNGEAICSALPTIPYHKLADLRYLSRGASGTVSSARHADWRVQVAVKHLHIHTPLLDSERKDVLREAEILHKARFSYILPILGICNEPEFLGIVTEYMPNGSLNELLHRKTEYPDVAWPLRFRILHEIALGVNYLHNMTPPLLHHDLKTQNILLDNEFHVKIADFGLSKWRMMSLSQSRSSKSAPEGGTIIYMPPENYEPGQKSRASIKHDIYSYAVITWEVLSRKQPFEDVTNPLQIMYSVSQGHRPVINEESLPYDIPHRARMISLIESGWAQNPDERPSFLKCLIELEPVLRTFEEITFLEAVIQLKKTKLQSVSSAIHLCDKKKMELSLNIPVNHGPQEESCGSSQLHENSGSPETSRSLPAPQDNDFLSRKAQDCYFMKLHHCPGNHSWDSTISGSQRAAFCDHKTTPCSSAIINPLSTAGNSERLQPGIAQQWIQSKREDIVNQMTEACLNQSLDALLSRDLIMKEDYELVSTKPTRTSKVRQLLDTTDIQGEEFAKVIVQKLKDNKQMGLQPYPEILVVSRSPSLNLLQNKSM
SRC2 inh – inhibition of GAL4-SRC2 driven luciferase reporter, primary screen, SRC2 inhibitor project, cell-based, luminescence | 370,000 compounds, 0.17% hits | inhibition, % at 9 µM | Nuclear receptor coactivator 2 (Homo sapiens), Q15596 | AID 651957, 2012 | HEK293 GAL4-SRC2 luciferase reporter;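 active means inhibition above the mean inhibition of all tested compounds plus 3 SD, set per campaign, cut at about 52% in these data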;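 further: 0% = DMSO treated cells and 100% = cells given Gossypol at 36 µM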
ABCB6 inh 2 – ABCB6 transporter inhibitors, primary screen, K562-ABCB6 cells, flow cytometry, MLPCN library; AID 602162, 2011; fluorescence ratio to DMSO, % at 10 µM; K562-ABCB6 porphyrin accumulation, 1 h; active compounds read low; ATP-binding cassette sub-family B member 6 (Homo sapiens), Q9NP58; 360,000 compounds, 0.19% hits;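 active means fluorescence ratio to DMSO below 75%, the collection mean minus 3 SD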;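 further: signal is porphyrin accumulated inside mitochondria; 100% equals median channel fluorescence of DMSO control wells; lower ratio means ABCB6 inhibition with less porphyrin fluorescence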
MC4R barr agon – MC4R agonists recruiting beta-arrestin, primary screen, cell-based, luminescence, agonist arm of biased-ligand search | U2OS MC4R beta-arrestin complementation; percent of melanotan II response, DMSO zero | activation, % at 8.9 µM | 360,000 compounds, 0.98% hits | AID 540308, 2011;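 active means activation above a per-plate cutoff, the mean activation of sample wells on that plate plus 3 SD, cut at about 8% in these data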
Target sequence (P32245 whole entry, looked up): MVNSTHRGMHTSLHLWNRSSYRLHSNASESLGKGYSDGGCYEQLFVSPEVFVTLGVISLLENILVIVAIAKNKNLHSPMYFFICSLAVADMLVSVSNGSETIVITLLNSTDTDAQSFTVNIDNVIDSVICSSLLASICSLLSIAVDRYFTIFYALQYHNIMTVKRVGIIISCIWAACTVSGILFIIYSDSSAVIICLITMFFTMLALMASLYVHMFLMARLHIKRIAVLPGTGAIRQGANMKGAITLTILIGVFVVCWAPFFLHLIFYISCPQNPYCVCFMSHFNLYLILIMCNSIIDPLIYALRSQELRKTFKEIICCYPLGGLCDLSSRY
H9c2 protect – cardioprotection against H2O2-induced cell death, primary screen, uHTS, H9c2 cells, ATPLite luminescence; protection from H2O2 cell death, % at 20 µM; H9c2 cardiomyocytes, H2O2 injury protection, 2 h; 360,000 compounds, 0.63% hits; AID 588492, 2011;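 active means compounds giving at least 50% protection of heart cells from peroxide-induced death in the single-dose screen, raw or plate-pattern-corrected value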;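 further: 0% = DMSO wells with peroxide and 100% = DMSO wells without peroxide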
TLR9-MyD88 block – inhibitors of TLR9-MyD88 association in cells, primary screen, cell-based, CHO, BLA complementation, fluorescence | Toll-like receptor 9 (Homo sapiens) + Myeloid differentiation primary response protein … | CCF4 FRET ratio | inhibition, % at 4.98 µM | 340,000 compounds, 0.21% hits | AID 504734, 2011;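 active means inhibition above the mean over all tested compounds plus 3 SD, cut at about 21% in these data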;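 further: 0% = DMSO only wells and 100% = clavulanate BLA inhibitor control wells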
MC4R antag cAMP – MC4R antagonists of cAMP signaling, primary screen, cell-based, TR-FRET, antagonist arm of biased-ligand search | MC4R-expressing cells, MTII-stimulated cAMP, LANCE TR-FRET | inhibition, % at 6.5 µM | 360,000 compounds, 0.48% hits;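 active means inhibition above its plate's cutoff, the mean of tested wells on that plate plus 3 SD, cut at about 29% in these data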;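 further: 0% = Melanotan II alone and 100% = Melanotan II plus saturating MCL0020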
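Material – human MC4R-expressing U2OS cells · Repeats – no replicates · Detection – TR-FRET with Eu-cAMP and labeled anti-cAMP, 671 nm · Times – compound 30 min, challenge 1 h, detection 1 h · Compound – single nominal compound dose of 6.5 µM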
* hit, by the source's call; . = no result given. These rows are one share of the data. The share of hits here may be higher or lower than overall.

SMILES	HTR2A ag	ABHD5-PLIN5 inh	N-glyco inh	NOD2-RIPK2 inh	SRC2 inh	ABCB6 inh 2	MC4R barr agon	H9c2 protect	TLR9-MyD88 block	MC4R antag cAMP
CCOC(=O)c1[nH]cnc1C(=O)Nc1ccccc1	-2	4	4	-3	9	92	-0.8	-2	3	1
COc1ccc(CCNC(=O)c2cc(S(=O)(=O)N3CCCCC3)c[nH]2)cc1OC	12	-8	2	-11	12	103	1.4	0	0	3
CCc1ccc([C@H]2[C@@H]3C(=O)C[C@@H]4C(=O)NC(=O)[C@@H]4[C@@H]3CN2S(=O)(=O)c2ccc(C)cc2)cc1	1	7	0	1	-17	100	.	-6	.	.
CCCCNS(=O)(=O)c1ccc(NS(=O)(=O)c2c(C)cc(C)cc2C)cc1	18*	-18	-2	-1	-6	94	12*	-16	2	1
Cc1nc2ccccc2c(=O)n1NC(=O)c1ccc(C(C)(C)C)cc1	0	-2	-1	0	-16	95	0.5	18	7	0
CCCC1C(C#N)=C(N)Oc2cc(C)n(C)c(=O)c21 (configuration not stated)	0	12	2	-1	-7	94	0.9	0	-10	3
O=[N+]([O-])c1cccc(/C=C/c2ccccn2)c1	-3	-2	-2	-6	-48	94	-0.5	-1	-4	-7
CC(CCc1ccccc1)NC(=O)CN1CCN(Cc2ccccc2)C1=O (configuration not stated)	-1	-1	-2	-4	14	111	-1.6	1	5	-3
CCOC(=O)C1=C[C@@H](C(C)C)N(S(=O)(=O)c2ccc(C)cc2)[C@H]1c1ccc(C(F)(F)F)cc1	-3	-3	-5	-4	14	98	.	-5	.	.
C[C@@H]1CN([C@@H](C)CO)C(=O)c2cc(Br)cnc2O[C@H]1CN(C)C(=O)Nc1ccc2c(c1)OCO2	-2	7	1	2	3	95	-1.6	19	1	4
CCOC(=O)N1CCN(C(=O)C[C@@H]2C[C@@]3(C(=O)OCC)CCCC=C3N(Cc3ccc4c(c3)OCO4)C2=O)CC1	1	-2	.	0	-9	93	.	.	.	.
O=C(O)c1cnn2c(-c3ccccc3)ccnc12	-2	3	1	-4	-28	98	0.0	7	1	3
CCOC(=O)C(Cc1ccccc1)(NC(C)=O)C(=O)OCC	2	1	2	-4	5	103	0.1	-12	0	-4
CN1OC[C@@H]2CN3C(=O)N(c4cccc5ccccc45)c4ccccc4[C@@H]3C[C@@H]21	0	10	0	-11	-4	102	.	4	.	.
Cn1c(=O)[nH]c(=O)c2c1nc(SCC(=O)O)n2CCc1ccccc1	-4	0	2	2	-5	99	-0.9	4	7	-2
NC(=O)c1ccc(NC(=O)CN2CCOCC2)cc1	7	14	-2	2	-8	96	0.9	0	1	-2
COc1ccc(NC(=O)c2cccc3ccccc23)cc1	0	13	10	-8	-10	87	-1.8	0	7	-6
CC(Oc1ccccc1)c1ccnc(N)n1 (configuration not stated)	-2	2	0	3	-26	100	-2.1	4	11	4
COC(=O)Cc1c(C)c2ccc(O)c(CN3CCCC(C)C3)c2oc1=O (configuration not stated)	0	3	-2	-8	-20	102	-0.4	15	-11	2
CCOC(=O)C1CCCN(C(=O)CSCc2ccccc2)C1 (configuration not stated)	4	-4	4	-4	-33	114	-2.0	6	-6	4
CCOC(=O)c1cnc(SC)nc1Oc1cccc(NS(=O)(=O)c2ccc(Cl)cc2)c1	-7	0	2	-1	8	99	-0.1	7	-2	6
COc1cc(N)ccc1C(=O)O	4	-1	0	-6	-34	95	-0.9	4	1	-6
O=C1C2ON(c3ccccc3)C(c3ccncc3)C2C(=O)N1c1ccc(Br)cc1 (configuration not stated)	7	4	-1	6	-10	89	0.8	-7	-1	1
CSCC[C@H](NC(=O)N1CCn2c1nc1ccccc12)C(=O)NCC1CCCO1 (some centres not stated)	6	-6	4	-13	0	101	-3.1	-2	-13	8
CCC(=O)C1CCCN(C(=O)c2ccc(OC3CCN(C(=O)c4cccnc4)CC3)cc2)C1 (configuration not stated)	1	-3	-1	-6	-4	95	-1.9	6	-9	8
COc1cc(/C=C2/SC(=S)N(CC(=O)NC(C)(C)C)C2=O)cc(OC)c1OC	-3	-5	-1	-19	3	99	0.2	3	-7	-3
COc1ccc(C(=O)C[n+]2ccc3c(c2)nc(-c2cc(OC)c(OC)cc2OC)n3C)cc1	1	9	2	-3	7	99	-1.3	-1	1	-8
N#Cc1c(N)c(C#N)c(-c2ccc3c(c2)OCO3)c2c1CCCC2	2	5	0	-5	14	85	10*	-2	-2	5
COc1cccc(-c2ncc3ccccc3c2COC(=O)c2ccco2)c1	-2	3	-5	11	-37	97	-0.9	6	4	17
CC(=O)Nc1ccc(-c2nnn(CC(=O)Nc3ccc4c(c3)OCO4)n2)cc1Cl	-1	-1	1	-5	-11	103	0.0	-6	-1	-4
CC(=O)c1cccc(N2C(=NC(=O)CCc3ccccc3)SC3CS(=O)(=O)CC32)c1 (configuration not stated)	4	1	0	-9	2	97	-2.6	-2	-7	13
COc1ccc(CC(=O)NNC(=O)CCC(=O)Nc2cc(C)ccc2C)cc1	1	-4	0	-5	8	103	-0.8	1	6	12
O=C(CN1CCN(C(=O)c2ccc(-c3nc4ccccc4s3)o2)CC1)Nc1ccccc1Cl	6	8	-1	0	1	93	-1.6	3	4	5
CCOc1ccccc1NC(=O)NS(=O)(=O)c1ccc(C)cc1	2	8	1	6	-11	104	0.1	7	5	6
COc1ccc(NC(=S)Nc2ccc(N)c([N+](=O)[O-])c2)cc1	-1	-8	6	0	-16	96	-1.8	6	0	-8
CCc1nn2c(=O)cc(COc3ccc(NC(=O)c4ccco4)cc3)nc2s1	-1	-1	3	-3	-21	97	-0.8	2	-2	12
O=C(N/N=C/c1c[nH]c2ccccc12)c1ccncc1	0	1	1	-2	-12	109	0.5	8	-1	28
COc1ccc(Cc2nc3ccc(C(=O)N4CCC(C(N)=O)CC4)cc3o2)cc1	-3	0	0	9	-7	98	-1.7	-2	-10	-2
C[C@@H]1CN([C@H](C)CO)C(=O)CCCn2nncc2CO[C@@H]1CN(C)S(=O)(=O)c1ccccc1C#N	0	9	2	-16	4	97	1.7	7	3	2
CN(Cc1ccsc1)C(=O)CCc1nnc(CCCc2ccccc2)o1	-1	1	0	-3	-44	98	-2.1	-1	-1	-1
O=C(/C=C/c1ccccc1)NC(NC(=S)Nc1cccc(Cl)c1)C(Cl)(Cl)Cl (configuration not stated)	-1	-2	4	1	-8	110	-1.9	-30	-3	20
CCOc1ccc(NC2=NC(C)(C)N=C(N)N2)cc1	1	3	0	-5	13	97	-0.4	8	2	6
Cc1onc(-c2ccccc2)c1C(=O)NCc1cccc(Cl)c1	-6	0	-3	10	-18	97	-0.5	8	9	3
COCCCn1c(CCC(=O)O)ccc1-c1cccs1	-1	-4	1	-10	-11	105	-0.7	19	-3	-5
O=S(=O)(Nc1ccc(C(O)(C(F)(F)F)C(F)(F)F)cc1)c1cccc2cccnc12	-8	12	-2	5	14	103	2.4	-6	.	12
Cc1cc(C)cc(C(=O)NCc2ccc3c(c2)OCO3)c1	-1	-14	1	-2	-7	98	-2.4	-1	-5	3
COc1ccc(-c2noc(CNC(=O)c3ccoc3C)n2)cc1	-1	-2	-3	-10	-2	95	-0.2	-2	7	1
Cc1nn(Cc2cccc(C(=O)Nn3cc([N+](=O)[O-])cn3)c2)c(C)c1[N+](=O)[O-]	3	10	3	-5	-38	95	-1.6	9	4	20
Cc1cc(-c2ccc(S(=O)(=O)Nc3ccc(C#N)cc3)s2)on1	0	2	3	-2	-15	97	-2.6	-3	-8	4
CCCCNC(=O)Oc1ccc(C(=O)N2c3ccccc3NC(=O)C2C)cc1 (configuration not stated)	2	-2	-1	5	-6	100	-0.7	7	2	-3
COCCCNC(=O)Cn1ccc(NC(=O)OCc2ccccc2)nc1=O	2	-6	2	11	-20	97	-1.0	11	3	2
N#C/C(=C\c1ccncc1)C(N)=O	4	0	2	5	-27	102	0.6	4	-13	7
COc1ccc(CCNC(=O)CCNC(=O)N2CC(=O)Nc3ccccc32)cc1OC	8	-2	2	5	-6	100	1.1	-1	4	15
O=c1c(-c2ccccc2)c(O)c2cccc3c2n1CCC3	0	0	0	0	7	94	0.3	8	4	14
Cc1c(COc2ccc3ccccc3c2)nnn1CC(=O)NS(=O)(=O)c1ccccc1C(F)(F)F	-2	3	4	3	10	99	-1.3	7	.	2
C[C@@H]1CCCCO[C@H](CN(C)S(=O)(=O)c2cn(C)cn2)[C@@H](C)CN([C@H](C)CO)C(=O)c2cc(NC(=O)c3ccncc3)ccc2O1	4	0	2	4	-2	96	1.4	-1	10	17
CCCCOCC(O)Cn1c(C)nc2ccccc21 (configuration not stated)	5	8	-1	-7	7	96	0.1	-1	-1	2
CCOc1ccc2nc(SC3CC(=O)N(c4ccc(OC)cc4)C3=O)sc2c1 (configuration not stated)	0	-1	1	-1	-74	97	0.9	-9	-5	12
O=C(O)C(F)(F)C(NCc1ccccc1)c1ccccc1 (configuration not stated)	0	-1	1	2	-2	104	0.4	-1	-12	19
Cc1ccccc1NC(=O)COc1ccc(S(=O)(=O)N2CCCC2)cc1C	-10	1	0	-6	-1	101	-3.3	7	0	2
CSCCC(NS(=O)(=O)c1ccc2c(c1)Cc1cc(S(=O)(=O)NC(CCSC)C(=O)O)ccc1-2)C(=O)O (configuration not stated)	-3	-1	0	2	-12	101	-1.4	0	3	7
CN1CCN(C(=O)/C(=C/c2cccs2)NC(=O)c2cccs2)CC1	1	1	-4	-7	-7	97	-1.3	-2	5	6
CSc1nc(C2CC2)cc(-c2cccs2)c1C#N	2	4	-4	-3	18	94	-1.2	-8	4	10

Looked up above.
`CC(=O)Nc1ccc(-c2nnn(CC(=O)Nc3ccc4c(c3)OCO4)n2)cc1Cl` @ TLR9-MyD88 block: -1
`CSCC[C@H](NC(=O)N1CCn2c1nc1ccccc12)C(=O)NCC1CCCO1` (some centres not stated) @ ABCB6 inh 2: 101
